LYPLA1 inh = LYPLA1 inhibitors, primary screen, counter-screen for PME1 inhibitor project, biochemical, fluorescence polarization, FP-Rh probe ABPP; Acyl-protein thioesterase 1 (Homo sapiens), O75608; recombinant LYPLA1; inhibition, % at 5.9 µM; actives 0.16% (n = 320,000); AID 2174, 2009;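 active = inhibition above the mean of all tested compounds plus 3 SD, set per campaign, cut at about 14% in these data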;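 also: inhibitors block serine hydrolase probe labeling of LYPLA1 so polarization falls; 0% = enzyme with DMSO and 100% = wells lacking LYPLA1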
Target sequence (O75608 whole entry, looked up): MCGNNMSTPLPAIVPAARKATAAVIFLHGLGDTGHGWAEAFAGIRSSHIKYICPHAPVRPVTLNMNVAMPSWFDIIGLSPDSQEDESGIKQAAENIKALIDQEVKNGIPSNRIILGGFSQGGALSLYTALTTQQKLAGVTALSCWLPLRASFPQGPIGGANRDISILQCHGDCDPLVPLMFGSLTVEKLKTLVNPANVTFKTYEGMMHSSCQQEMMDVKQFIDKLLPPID
PAFAH2 FP inh = PAFAH2 enzyme inhibitors, primary screen, biochemical, fluorescence polarization, human | inhibition, % at 3.39 µM | actives 0.99% (n = 340,000) | recombinant PAFAH2, FP-rhodamine activity probe | Platelet-activating factor acetylhydrolase 2, cytoplasmic (Homo sapiens), Q99487;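 active = inhibition above the mean over all tested compounds plus 3 SD, cut at about 30% in these data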;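 also: inhibitors block probe labeling of enzyme so polarization drops; 0% = enzyme with DMSO and 100% = wells lacking PAFAH2 protein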
ZTA counter = blocks Epstein-Barr virus ZTA, an EBNA-1 counter-screen; ZTA-DNA binding, fluorescence polarization; inhibition, % at 11 µM; actives 0.15% (n = 320,000); in the data active = inhibition above about 33%
PREPL inhibitor = PREPL enzyme inhibitors, primary screen, biochemical, fluorescence polarization; Prolyl endopeptidase-like (Homo sapiens), Q4J6C6; recombinant PREPL, fluorescence polarization activity-based probe; inhibition, % at 5.96 µM; actives 0.68% (n = 320,000); in the data active = inhibition above about 43%;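 also: 0% = enzyme with DMSO and 100% = wells lacking enzyme; many of its hits are not listed in these tables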
Target sequence (Q4J6C6 whole entry, looked up): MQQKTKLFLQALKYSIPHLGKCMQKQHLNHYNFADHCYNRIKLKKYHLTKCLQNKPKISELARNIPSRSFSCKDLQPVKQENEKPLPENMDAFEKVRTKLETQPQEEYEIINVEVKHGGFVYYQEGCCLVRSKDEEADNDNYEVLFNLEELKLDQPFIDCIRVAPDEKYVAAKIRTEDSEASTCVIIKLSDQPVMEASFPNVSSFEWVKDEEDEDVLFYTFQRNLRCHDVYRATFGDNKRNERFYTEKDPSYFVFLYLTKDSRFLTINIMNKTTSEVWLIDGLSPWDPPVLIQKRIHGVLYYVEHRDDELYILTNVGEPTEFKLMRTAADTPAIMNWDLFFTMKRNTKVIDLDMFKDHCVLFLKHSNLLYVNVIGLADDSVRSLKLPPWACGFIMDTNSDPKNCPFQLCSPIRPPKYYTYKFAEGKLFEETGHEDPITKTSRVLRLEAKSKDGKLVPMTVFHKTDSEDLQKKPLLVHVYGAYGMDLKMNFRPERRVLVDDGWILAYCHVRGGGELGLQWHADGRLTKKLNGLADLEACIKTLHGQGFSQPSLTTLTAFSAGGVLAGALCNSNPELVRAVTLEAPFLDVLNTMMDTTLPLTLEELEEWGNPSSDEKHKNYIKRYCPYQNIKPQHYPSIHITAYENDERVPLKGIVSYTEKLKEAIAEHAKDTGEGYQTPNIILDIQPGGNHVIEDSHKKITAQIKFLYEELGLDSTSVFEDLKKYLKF
LYPLA2 counter = LYPLA2 inhibitors, primary screen, counter-screen for PME1 inhibitor project, biochemical, fluorescence polarization, FP-Rh probe ABPP; Acyl-protein thioesterase 2 (Homo sapiens), O95372; recombinant LYPLA2; inhibition, % at 5.9 µM; actives 0.38% (n = 320,000); AID 2177, 2009;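 active = inhibition above the screen-wide mean plus 3 SD, limit set per campaign, cut at about 26% in these data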;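 also: 0% = LYPLA2 with DMSO and 100% = wells lacking LYPLA2 enzyme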
PAFAH1B3 inh = PAFAH1B3 enzyme inhibitors, primary screen, biochemical, fluorescence polarization, human. AID 492972, 2010. inhibition, % at 3.39 µM. Platelet-activating factor acetylhydrolase IB subunit alpha1 (Homo sapiens), Q15102. actives 0.28% (n = 340,000). recombinant PAFAH1B3, FP-rhodamine probe;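 active = inhibition above the screen-wide average of all tested compounds plus 3 SD, cut at about 25% in these data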;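 also: 0% = enzyme with DMSO only and 100% = wells lacking PAFAH1B3 protein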
PAD4 inh = human PAD4 inhibitors, primary screen, biochemical, fluorescence polarization, 1536-well format | Protein-arginine deiminase type-4 (Homo sapiens), Q9UM07 | recombinant PAD4, RCA probe fluorescence polarization | inhibition, % at 6.36 µM | actives 0.41% (n = 330,000);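 active = percent inhibition above a cutoff equal to the mean of all tested compounds plus 3 SD, cut at about 15% in these data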;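 also: 0% = PAD4 with RCA probe and DMSO and 100% = probe without PAD4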
EBNA-1 inhibitor = EBNA-1 DNA-binding inhibitors, primary screen, biochemical, fluorescence polarization; inhibition, % at 14.8 µM; actives 0.34% (n = 300,000); in the data active = inhibition above about 28%
GSTO1 inh = inhibitors of recombinant GSTO1, primary screen, counter-screen for RBBP9 inhibitor project, biochemical, fluorescence polarization | Glutathione S-transferase omega-1 (Homo sapiens), P78417 | activity-based probe fluorescence polarization | inhibition, % at 5.96 µM | actives 1.1% (n = 300,000) | AID 1974, 2009;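 active = inhibition above the campaign mean inhibition plus 3 SD, cut at about 35% in these data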;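 also: 0% = GSTO1-1 with DMSO and 100% = wells lacking GSTO1-1 enzyme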
* marks the source's active call; other numbers are inactive results; x = no result given. Some of the compounds tested; rates above refer to the full screens.

Screens in order – LYPLA1 inh	PAFAH2 FP inh	ZTA counter	PREPL inhibitor	LYPLA2 counter	PAFAH1B3 inh	PAD4 inh	EBNA-1 inhibitor	GSTO1 inh
- CCCCn1nnnc1NCc1ccc(N(CC)CC)cc1
  2	8	-10	9	1	-4	-4	-5	5
- Cc1nn(C)c(C)c1NC(=O)CSc1nc(C2CC2)nc2c1cnn2-c1ccccc1
  4	-7	-24	-16	3	-4	-6	-6	-10
- Cc1cc(C)n(C2CC(=O)N(c3cc(Cl)cc(Cl)c3)C2=O)n1 (stereo not drawn)
  0	-3	2	6	-1	-5	-2	-8	0
- Cc1cccc(C(=O)Nc2ccc(O)cc2C(=O)O)c1
  1	-2	6	9	-2	6	-2	-17	-27
- CCN(CC)C(=O)NC1CCCCCCC1
  -3	-2	-13	8	-2	4	-3	-17	-2
- CC(C)Cc1nnc(NC(=O)CCC(=O)NCCc2ccc(Cl)cc2)s1
  -3	-6	-1	4	-3	7	0	-2	5
- NC(=O)C(=O)N/N=C/c1c(F)c(F)c(F)c(F)c1F
  1	-5	0	-3	3	-5	1	-10	9
- CCC(Oc1ccccc1)C(=O)NC1CCSC1=O (stereo not drawn)
  0	-5	-12	4	0	-1	-4	0	-4
- Cc1ccccc1C1C(C#N)=C2N=C(N)c3c(sc4c3CCCCC4)N2C2=C1C(=O)CCC2 (stereo not drawn)
  1	20	-4	21	4	11	-13	9	20
- N#CC1=C(N)OC2=C(C(=O)CCC2)C1Cc1ccccc1 (stereo not drawn)
  1	-2	-3	8	1	1	-3	-17	0
- Cc1cnc(NC(=O)CSc2ccccc2)s1
  3	-5	-15	10	7	2	-2	-4	4
- COC(=O)c1ccc(C(=O)OC)c(NC(=S)N2CCOCC2)c1
  -1	10	3	21	2	0	-3	-5	1
- O=C(CC1S/C(=N/N=C2CCCCCC2)NC1=O)Nc1ccc(Br)cc1F (stereo not drawn)
  -3	0	-11	16	1	5	-1	1	-2
- CN(C)C(=O)Oc1ccc[n+](C)c1
  3	-5	-15	10	6	-2	-5	-6	9
- COCCNc1nnc(SCC(=O)Nc2sc3c(c2C(=O)c2ccccc2)CCCC3)s1
  -2	-2	-1	25	2	-9	0	8	0
- O=S(=O)(c1ccc(Cl)cc1)N1CCN(S(=O)(=O)N2CCCCCC2)CC1
  -2	2	7	3	0	6	1	3	2
- CSc1nc(C)c(CCO)c(=O)[nH]1
  -2	-9	13	-1	0	-7	-1	16	-3
- CCN1CCN(C(=O)C(C)Sc2nc3nc(C)cc(C)n3n2)CC1 (stereo not drawn)
  x	3	x	11	x	12	-7	x	x
- CCNC(=S)N=Nc1c(O)[nH]c2ccc([N+](=O)[O-])cc12
  -1	8	-17	15	2	9	-4	0	45*
- CN(C)c1ccc(NC(=O)CN2CCC(NC(=O)C3CCCCC3)CC2)cc1
  1	-5	-12	24	1	-2	-3	6	30
- CC(/C=N/NC(=O)CNc1n[nH]c(=O)[nH]c1=O)c1ccccc1 (stereo not drawn)
  3	-4	-11	-3	8	2	5	-7	11
- CCOC(=O)N1CCN(C(=O)C2CCCN(S(=O)(=O)c3cc(C)ccc3OC)C2)CC1 (stereo not drawn)
  2	4	-10	7	4	4	3	12	11
- COc1ccc(SCCC(=O)NCc2ccncc2)cc1
  0	-5	16	3	10	-2	0	10	10
- O=C(NCCc1ccc(C(F)(F)F)cc1)C1CCC(=O)N(C2CC2)C1 (stereo not drawn)
  -3	-2	-8	3	-6	4	2	8	1
- CCc1ccccc1S(=O)(=O)Cc1ccc(C(=O)N2CCN(c3ccccn3)CC2)o1
  2	0	4	5	3	7	6	6	8
- CC(=O)c1c(C)n([O-])c2ccccc2[n+]1=O
  -2	-7	-11	7	-3	9	-4	3	1
- Cc1cc(C)cc(OCC(=O)Nc2ccc3c(c2)C(=O)c2ccccc2C3=O)c1
  -1	8	-21	2	-3	0	2	7	0
- Nc1nc(CN2CCN(c3ccccn3)CC2)nc(Nc2ccc(Cl)cc2)n1
  -5	-5	-2	7	5	-4	1	6	5
- CCc1nc(SCC(=O)NCC2CCCO2)c2c(=O)n(C)c(=O)n(C)c2n1 (stereo not drawn)
  4	1	-4	13	12	1	2	10	5
- O=S(=O)(c1cccc(-c2nnc(SC(F)F)n2-c2ccccc2)c1)N1CCCCC1
  2	3	-2	14	2	-3	4	10	0
- Cc1ccc(S(=O)(=O)c2nc(-c3ccccc3Cl)oc2NCCCN2CCOCC2)cc1
  -3	13	2	9	-2	6	-9	8	0
- CN(C)CCCN(Cc1cc2cc3c(cc2[nH]c1=O)OCCO3)C(=O)NC1CCCCC1
  0	-3	6	13	4	0	-2	6	10
- CC(Sc1n[nH]c(N)n1)C(=O)C12CC3CC(CC(C3)C1)C2 (stereo not drawn)
  1	8	-3	2	5	3	0	6	-4
- Cn1c(=O)c2c(nc(SCC(=O)NC3CCCC3)n2C)n(C)c1=O
  2	5	14	-2	-5	2	-6	-1	1
- Cc1ccc(SC(C)C(=O)Nc2cccnc2)cc1 (stereo not drawn)
  1	-5	11	-4	1	4	0	2	-1
- Cc1nc2c(ncn2-c2ccccc2)c(=O)n1NC(=O)CN1CCCCC1
  2	-4	4	8	2	7	-4	-13	-3
- O=C(NCN1CCN(CCO)CC1)c1cnccn1
  -2	-4	0	-4	-1	7	-3	-15	-2
- CCCc1ccc(C(=O)O/N=C(\N)c2ccccn2)cc1
  -2	18	9	17	1	11	-1	0	11
- COc1cc2c(C(=O)N3CCN(Cc4ccc5c(c4)OCO5)CC3)cn(C)c(=O)c2cc1OC
  -1	5	5	8	0	-5	-1	6	1
- CCOC(=O)C1(Cc2cccc(OC)c2)CCN(Cc2cccn2-c2ccccn2)CC1
  -1	1	3	-17	-3	-7	0	1	6
- Cc1cnc(C(=O)N2CCc3c([nH]c4ccccc34)C2c2ccc(F)cc2)cn1 (stereo not drawn)
  2	-1	0	-3	6	5	0	0	3
- Clc1ccc(CSc2snnc2-c2ccccc2)c(Cl)c1
  -2	-3	-13	-8	-2	-2	-3	1	6
- O=C(NCCc1ccccc1)C1c2ccccc2C(=O)N1C1CC1 (stereo not drawn)
  -1	1	-8	-7	0	2	-3	9	-2
- CCCc1nc(SCc2ccccn2)c2c(=O)n(C)c(=O)n(C)c2n1
  3	-1	0	2	1	-1	-2	9	5
- C[C@H](CO)N1C[C@H](C)[C@@H](CN(C)S(=O)(=O)c2ccc(F)cc2)Oc2ccc(NS(=O)(=O)c3ccc(F)cc3)cc2C1=O
  x	12	x	14	x	5	5	x	x
- CCCCCn1c(=S)[nH]c2cc(C(=O)N3CCCC3)ccc2c1=O
  -1	-1	18	2	3	3	-6	1	10
- O=Cc1cc([N+](=O)[O-])ccc1N1CCN(Cc2ccc3c(c2)OCO3)CC1
  1	2	-13	26	-3	9	1	1	-4
- CCOC(=O)Cc1csc(NC(=S)NC(=O)c2ccccc2)n1
  -1	4	-14	-3	0	7	2	-10	-3
- C/C(=N/Oc1nc(C)cc(C)n1)c1ccc(Cl)cc1Cl
  0	27	13	5	-5	1	-2	-3	2
- COc1ccc(/C=C/C(=O)c2cc3c(cc2N)OCO3)cc1
  2	8	3	20	7	1	-1	-12	12
- Cn1nc(-c2ccc(Cl)cc2)c2cc(C(=O)N3CCN(c4ccccn4)CC3)sc21
  -4	-8	-8	4	-4	15	2	-6	-3
- Cc1cccc2nc(-c3ccccc3)nc(N[C@@H](CO)c3ccccc3)c12
  -6	-19	-17	0	-12	-14	0	-10	-5
- O=C1CSC(c2ccccc2[N+](=O)[O-])N1c1ccccc1 (stereo not drawn)
  0	0	-5	20	-1	11	-1	1	-2
- Cc1ccc(S(=O)(=O)c2c(C(=O)c3ccccc3)cnc3cc4c(cc23)OCCO4)cc1
  -5	-8	4	6	-4	4	-3	8	-5
- CCN(CC)C(=O)c1ccc2c(c1)N(Cc1ccccc1)C(=O)CS2=O (stereo not drawn)
  -2	-2	5	6	-3	8	0	0	5
- COc1ccc(C(=O)OCC(=O)C(C)(C)C)cc1S(=O)(=O)N(C)CCc1cccnc1
  0	1	4	3	3	-1	-7	3	-2
- CCOc1cc(/C=N/NC(=O)c2ccncc2)ccc1OC(=O)c1ccco1
  -1	-6	-2	22	-9	11	0	-3	1
- CS(=O)(=O)N(CC(=O)NCCSCc1c(F)cccc1Cl)c1cccc([N+](=O)[O-])c1
  0	-5	-8	-1	-2	6	-2	-3	2
- CS(=O)(=O)N1CCC(Oc2ccccc2C(=O)N2CCN(CC3CC3)CC2)CC1
  2	3	18	2	1	8	0	6	-2
- Cc1ccc(/C=N/N2C(=O)c3ccccc3NC2c2ccc(C)cc2)cc1 (stereo not drawn)
  -5	1	-2	0	-1	5	-6	-2	2

Other results.
Screens in order – LYPLA1 inh	PAFAH2 FP inh	ZTA counter	PREPL inhibitor	LYPLA2 counter	PAFAH1B3 inh	PAD4 inh	EBNA-1 inhibitor	GSTO1 inh
- CCCC(=O)OCC(=O)NC1CCCc2ccccc21 (stereo not drawn)
  5	12	-2	-1	5	1	-2	-13	5
- Cc1cc(Cl)ccc1NC(=S)N1CCN(C(=O)C2CCCO2)CC1 (stereo not drawn)
  1	-2	9	10	1	7	-2	0	0
- COc1cc2c(cc1OC)/C(=C/C#N)NC(C)(C)C2
  -3	-5	-4	3	-3	-1	-9	-9	-7
- Cc1cc2c(cc1C)/C(=C\C(N)=O)NC(C)(C)C2
  2	7	-5	3	1	6	-4	2	10
- COc1ccccc1C(=O)NCCC(=O)NCC(c1ccccc1)N(C)C (stereo not drawn)
  1	-5	-22	-6	-3	6	-3	-4	11
- CSc1ccc(C(=O)C2CCCN(C(=O)c3nonc3C)C2)cc1 (stereo not drawn)
  -6	-2	-4	8	-5	-1	-2	-18	5
- COc1ccc(C(=O)OCC(=O)NC2CC2)cc1S(=O)(=O)Nc1ccc(C)cc1
  0	53*	13	-3	-1	3	1	x	x
- COc1ccc(CCNS(=O)(=O)c2ccc3c(c2)OCCO3)cc1OC
  4	-4	-11	-1	-3	5	0	8	-2
- COc1ccc([N+](=O)[O-])cc1NC(=O)c1cccnc1
  -1	-10	-1	-6	5	10	1	-4	3
- O=S(=O)(c1cc(Cl)ccc1Cl)n1nnc2ccccc21
  5	0	-12	-5	10	-7	-5	-6	0
- COC(=O)c1c(N)c2ccccc2[nH]c1=O
  -1	4	-11	-5	-2	4	-2	12	-11
- O=C1C(=O)N(CCCn2ccnc2)C(c2ccc(Br)cc2)/C1=C(\O)c1ccc2c(c1)OCCO2 (stereo not drawn)
  -1	4	12	2	6	-1	0	-2	-12
- COc1ccc2nc(SCc3nc(N)nc(Nc4ccccc4)n3)[nH]c2c1
  2	-2	6	2	-1	6	2	1	10

Record cards, as listed above. Order of screens: LYPLA1 inh, PAFAH2 FP inh, ZTA counter, PREPL inhibitor, LYPLA2 counter, PAFAH1B3 inh, PAD4 inh, EBNA-1 inhibitor, GSTO1 inh
CCN1CCN(C(=O)C(C)Sc2nc3nc(C)cc(C)n3n2)CC1 (stereo not drawn) is entered as x, 3, x, 11, x, 12, -7, x, x
Cc1cc(C)cc(OCC(=O)Nc2ccc3c(c2)C(=O)c2ccccc2C3=O)c1 is entered as -1, 8, -21, 2, -3, 0, 2, 7, 0
N#CC1=C(N)OC2=C(C(=O)CCC2)C1Cc1ccccc1 (stereo not drawn) is entered as 1, -2, -3, 8, 1, 1, -3, -17, 0

Screening results as filed in PubChem.
